Source: PubChem BioAssay (several laboratories)
SKN-1 inh – blocks SKN-1 activity in C. elegans; C. elegans VP596 Pgst-4::GFP/RFP ratio, acrylamide-induced, 24 h; inhibition, % at 21.8 µM; 360,000 tested, 0.49% active; AID 624304;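 active means interference check ratio from 0.5 to 1.5 plus GFP to RFP signal ratio inhibition reaching or exceeding a fixed threshold, cut at about 30% in these data, passing the limit was not always enough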; further: some compounds called inactive have numbers as strong as hits
Neddyl block – inhibitors of human cullin neddylation; TR-FRET cullin neddylation, biochemical; AID 651699; calls only at 25 µM; 360,000 tested, 0.58% active; in the data active means inhibition above about 36%
LMPTP inh – LMPTP (human) inhibition; P24666; recombinant LMPTP-A, OMFP fluorogenic substrate, fluorescence intensity; inhibition, % at 20 µM; 360,000 tested, 0.22% active; AID 651560;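 active means compounds that cut the enzyme signal by at least half of the control window in the single-dose screen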;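 further: plate controls were DMSO wells with enzyme plus substrate for no effect and substrate without enzyme for full effect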
Target sequence (P24666 whole entry, looked up): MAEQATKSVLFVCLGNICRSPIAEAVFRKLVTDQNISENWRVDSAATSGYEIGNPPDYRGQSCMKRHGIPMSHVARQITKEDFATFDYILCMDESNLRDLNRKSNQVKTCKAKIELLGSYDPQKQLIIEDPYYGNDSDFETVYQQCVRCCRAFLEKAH
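Test system – LMPTP-A phosphatase enzyme · Quantity – 0.625 nM LMPTP-A final · Reagent – OMFP substrate, 400 µM final · Dosing – one test concentration per compound, 20 µM, with 3% DMSO overall · Timing – 50 min enzyme reaction at room temperature, protected from light · Detection – fluorescence intensity · Controls – substrate-only low control, DMSO enzyme-plus-substrate high control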
Scp1 inh – inhibitors of human Scp-1 phosphatase; Recombinant Scp1, phosphopeptide, malachite green phosphate absorbance; 340,000 tested, 0.88% active; inhibition, % at 20 µM; Q9GZU7;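 active means inhibition above about 50% at 20 µM, limit read from the data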;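 further: plate controls were DMSO wells with enzyme for no effect and wells lacking enzyme for full effect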
Target sequence (Q9GZU7 76-261 limits assumed): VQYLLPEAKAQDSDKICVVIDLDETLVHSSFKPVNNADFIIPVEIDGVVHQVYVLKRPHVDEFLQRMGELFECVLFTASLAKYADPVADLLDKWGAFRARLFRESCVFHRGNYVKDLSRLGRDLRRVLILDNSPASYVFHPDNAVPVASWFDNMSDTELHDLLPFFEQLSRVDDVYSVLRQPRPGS
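assay system = SCP-1 phosphatase catalytic domain, residues 76-261 | buffer or medium = 50 mM Tris acetate pH 5.5, 0.005% Tween-20, 10 mM MgCl2 | incubation = enzyme reaction 45 min at room temperature, colour 5 min, stabilisation 30 min | signal = Phosphate-binding colour reagent, absorbance read at 630 nm | measure = % inhibition at 20 µM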
Tb MetRS inh – blocks T. brucei methionyl-tRNA synthetase activity; purified T. brucei MetRS, ATP depletion, Kinase-Glo luminescence; 360,000 tested, 0.4% active; inhibition, % at 11.9 µM;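 active means inhibition above a per-plate cutoff of the control wells' mean inhibition plus 3 SD, cut at about 5.5% in these data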;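 further: 0% = DMSO wells median and 100% = median of wells with control inhibitor compound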
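technique = Kinase-Glo luminescence, ATP depletion format | system = purified MetRS (methionyl-tRNA synthetase) enzyme from Trypanosoma brucei | timing = 15 min preincubation, 2 h reaction, all 25 °C | evaluation = percent inhibition versus plate control medians | dosing = single dose, 11.9 µM final nominal, 0.9% final DMSO | also added = substrates ATP, L-methionine and bulk Escherichia coli tRNA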
CendR NRP1 mod – NRP-1/CendR interaction modulation | O14786 | FAM-RPARPAR peptide binding to NRP-1, fluorescence polarization | inhibition, % at 25 µM | 360,000 tested, 0.85% active | AID 602438;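 active means inhibition or corrected inhibition above about 18%, plus a signal ratio from 0.5 to 1.5, limit read from the data, passing the limit was not always enough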; further: strong numbers were not always called active
SUMO1-SIM PPI – alters human SUMO1 binding to SIM partners; SUMO1 binding to a labelled peptide, TR-FRET, 1 h; inhibition, % at 20 µM; 360,000 tested, 0.33% active; in the data active means inhibition above about 37%
Target sequence (P63165 whole entry, looked up): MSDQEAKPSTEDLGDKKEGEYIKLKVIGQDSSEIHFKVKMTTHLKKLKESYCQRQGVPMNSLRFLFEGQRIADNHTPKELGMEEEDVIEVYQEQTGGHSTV
STEP block – blocks human striatal-enriched tyrosine phosphatase; AID 588621; 360,000 tested, 0.25% active; inhibition, % at 20 µM; recombinant STEP, OMFP fluorogenic substrate, fluorescence;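 active means inhibition at 20 µM, scaled per plate between control wells, above about 37%, limit read from the data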;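 further: 0% = DMSO with enzyme and substrate and 100% = substrate only without enzyme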
Target sequence (P54829 whole entry, looked up): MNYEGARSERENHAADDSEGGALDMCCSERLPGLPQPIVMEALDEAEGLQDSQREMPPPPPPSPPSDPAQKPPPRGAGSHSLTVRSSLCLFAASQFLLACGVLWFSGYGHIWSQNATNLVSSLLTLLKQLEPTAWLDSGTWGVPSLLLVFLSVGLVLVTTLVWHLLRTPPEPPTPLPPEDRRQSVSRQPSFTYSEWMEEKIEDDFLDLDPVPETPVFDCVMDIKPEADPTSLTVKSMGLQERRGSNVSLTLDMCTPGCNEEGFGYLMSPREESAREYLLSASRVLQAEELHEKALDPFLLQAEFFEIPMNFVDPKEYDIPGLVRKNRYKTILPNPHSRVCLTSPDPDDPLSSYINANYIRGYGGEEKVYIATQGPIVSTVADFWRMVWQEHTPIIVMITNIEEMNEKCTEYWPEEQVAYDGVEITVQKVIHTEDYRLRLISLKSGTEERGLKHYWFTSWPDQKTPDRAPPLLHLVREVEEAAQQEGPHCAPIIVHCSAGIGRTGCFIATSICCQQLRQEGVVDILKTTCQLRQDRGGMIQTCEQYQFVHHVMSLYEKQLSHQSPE
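System: STEP (striatal-enriched tyrosine phosphatase) enzyme, cell-free; medium: Bis-Tris pH 6.0 buffer with DTT, detergent; dosing: 20 µM, 1% DMSO; times: reaction 20 min, ambient temperature; detection: fluorescence, 480/540 nm; read-out basis: normalized % inhibition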
NadD block – blocks S. aureus nicotinate mononucleotide adenylyltransferase | purified NadD enzyme, colorimetric absorbance read-out | 360,000 tested, 0.78% active | inhibition, % at 20 µM | AID 602399; in the data active means inhibition above about 26%; further: some compounds past the cut are filed as inactive
DNMT1 block – blocks human DNA methyltransferase DNMT1 | P26358 | DNMT1 molecular beacon, Hinp1I cleavage, fluorescence | inhibition (reported as % activation of signal), % at 10 µM | 360,000 tested, 0.83% active | AID 588458; in the data active means inhibition above about 50%
Active calls of the source: *; i = inactive; . = no result given.

SMILES	SKN-1 inh	Neddyl block	LMPTP inh	Scp1 inh	Tb MetRS inh	CendR NRP1 mod	SUMO1-SIM PPI	STEP block	NadD block	DNMT1 block
CCn1cc(C(=O)NCC(C)C)c(=O)c2cc(F)c(N3CCN(C)CC3)cc21	-7	.	-2.3	-13	-0.2	1	3	-1	-7	3
CCOc1ccc(-c2cc(C(=O)NN)[nH]n2)cc1	22	i	0.4	-10	-0.1	12	0	1	-2	-1
Cc1ccccc1NC(=S)N(Cc1ccccn1)Cc1ccccc1Cl	8	i	-0.8	-10	-0.7	5	0	0	-4	6
COc1cccc(/C=N/n2c(SC)nnc2-c2ccccc2)c1O	-27	i	0.4	3	0.3	-17	-2	4	-2	0
COC(=O)c1ccc(N2C(=O)CC(N(C)CCc3ccc(OC)c(OC)c3)C2=O)cc1 (stereo not drawn)	6	i	-2.2	-4	-1.3	2	-3	-2	-5	-1
O=C(Nc1ccccc1-c1ccccc1)C1CCCN(c2ncccn2)C1 (stereo not drawn)	5	i	0.3	-6	-0.9	2	-2	-1	-4	1
Cc1cc(C)cc(Oc2nc(C(F)(F)F)nc3ccccc23)c1	-12	i	2.3	-9	-1.1	6	1	-2	5	-3
COCCn1c(=S)[nH]c2cc(C(=O)N(CCO)Cc3ccccc3)ccc2c1=O	11	i	-1.5	-8	-0.3	-5	-1	1	-1	1
CCc1nnc(NC(=O)C2CCN(S(=O)(=O)Cc3ccccc3)CC2)s1	10	i	-0.2	0	-0.6	-13	1	-2	-1	6
Cn1c(=O)c2[nH]c(Cc3cccc4ccccc34)nc2n(C)c1=O	33	i	-0.1	-1	-0.4	10	-7	-1	0	0
COc1ccc(-c2csc(Nc3ccccc3)[n+]2Cc2ccccc2)cc1	8	i	1.3	3	2.2	-4	1	1	12	4
COc1ccc(CNC(=O)C2CCCN(c3nn4c(=O)cc(C)nc4s3)C2)cc1 (stereo not drawn)	-5	i	-1.1	-7	-0.7	10	2	1	-3	0
COc1ccc(-c2coc3c(C(=O)NCc4cccc(Cl)c4)cccc23)c(C)c1	7	i	7.2	.	0.0	3	7	3	-7	8
COc1ccc(CCNC(=O)C(=O)NCc2ccc(C)cc2)cc1OC	-37	i	-1.2	-3	-0.5	-4	-3	-2	-13	-1
COc1cccc(CCNC(=O)c2cc(COc3ccc(C)c(C)c3)on2)c1OC	13	i	1.5	.	0.0	-5	3	0	-5	11
CC(C)C1C(=O)N(Cc2cn(CCC3OCCCO3)nn2)CCS(=O)(=O)N1Cc1ccc(-c2ccc(Cl)cc2)cc1 (stereo not drawn)	1	i	0.1	.	-0.9	1	2	-1	5	-2
Cc1ccc(S(=O)(=O)NCCC(=O)N2CCC(C)CC2)cc1	9	i	-0.8	-10	0.1	-5	1	-3	-4	1
CC1(C)CC(=O)C(C=Nc2cc(C(=O)c3ccccc3)ccc2N)=C(O)C1	8	i	3.2	-7	0.4	-69	-7	-1	11	-3
O=[N+]([O-])c1cc(C(F)(F)F)ccc1N1CCCC(O)C1 (stereo not drawn)	3	i	1.3	1	0.6	3	-17	1	-5	0
Cc1cc(OCc2cc(C(=O)NCC3(C)COC3)no2)cc(C)c1Cl	0	i	1.6	-4	0.2	7	-9	-1	-3	-2
O=C(COc1ccc(Cl)cc1Cl)NCCCn1ccnc1	13	i	-4.5	-15	2.0	1	3	1	7	-10
Cc1nn(-c2ccccc2)c(C)c1/C=C/C(=O)OCC(=O)Nc1ncc(Cl)cc1Cl	6	i	0.8	8	-0.4	-18	4	0	1	7
COc1ccc(S(=O)(=O)N2CCCCC2)cc1NC(=O)Cc1c[nH]c2ccccc12	-3	i	1.0	-7	-0.4	-19	1	0	2	-21
O=C(Cc1ccccc1)NC(c1ccco1)c1c(O)ccc2ccccc12 (stereo not drawn)	4	i	0.5	-11	-0.5	0	2	0	-3	-10
COc1cc(-n2c(=O)c3ccccc3n(Cc3cccc(C)c3)c2=O)cc(OC)c1OC	2	i	0.3	-14	1.2	5	0	8	0	33

Reprinted at random: seven compounds from above.
SMILES	SKN-1 inh	Neddyl block	LMPTP inh	Scp1 inh	Tb MetRS inh	CendR NRP1 mod	SUMO1-SIM PPI	STEP block	NadD block	DNMT1 block
COC(=O)c1ccc(N2C(=O)CC(N(C)CCc3ccc(OC)c(OC)c3)C2=O)cc1 (stereo not drawn)	6	i	-2.2	-4	-1.3	2	-3	-2	-5	-1
Cc1cc(OCc2cc(C(=O)NCC3(C)COC3)no2)cc(C)c1Cl	0	i	1.6	-4	0.2	7	-9	-1	-3	-2
CCc1nnc(NC(=O)C2CCN(S(=O)(=O)Cc3ccccc3)CC2)s1	10	i	-0.2	0	-0.6	-13	1	-2	-1	6
O=C(COc1ccc(Cl)cc1Cl)NCCCn1ccnc1	13	i	-4.5	-15	2.0	1	3	1	7	-10
Cc1nn(-c2ccccc2)c(C)c1/C=C/C(=O)OCC(=O)Nc1ncc(Cl)cc1Cl	6	i	0.8	8	-0.4	-18	4	0	1	7
COc1cccc(/C=N/n2c(SC)nnc2-c2ccccc2)c1O	-27	i	0.4	3	0.3	-17	-2	4	-2	0
COc1ccc(-c2csc(Nc3ccccc3)[n+]2Cc2ccccc2)cc1	8	i	1.3	3	2.2	-4	1	1	12	4

(more compounds)
SMILES	SKN-1 inh	Neddyl block	LMPTP inh	Scp1 inh	Tb MetRS inh	CendR NRP1 mod	SUMO1-SIM PPI	STEP block	NadD block	DNMT1 block
COc1ccc(S(=O)(=O)Nc2c(C)cc(C)cc2C)c2cccnc12	1	i	-0.5	-7	-0.2	4	-10	1	6	0
Cc1cnn(-c2cc(N/N=C/c3ccccc3Cl)ncn2)c1	6	i	0.8	7	-0.4	12	-1	9	15	46
Cc1ccc(CCNC(=O)C2CCCN(S(=O)(=O)c3c(C)noc3/C=C/N(C)C)C2)cc1 (stereo not drawn)	9	i	0.7	-7	-0.3	1	-1	-1	2	-4
CC(C)(C)NC(=O)C(C1CC1)n1c(-c2ccccc2)nc2ccccc21 (stereo not drawn)	2	i	0.4	.	0.7	-4	-1	.	.	.
Cn1nccc1C(=O)N/N=C/c1c(O)ccc2ccccc12	-1	i	1.0	0	-0.2	-7	-6	-1	5	-1
CCN(CC)C(=O)c1ccc(Nc2nnc(-c3ccc(O)cc3)c3ccccc23)cc1	7	.	2.1	-2	0.2	-94	-7	1	14	-6
O=C1CCC(=O)N1CC(=O)N1c2ccccc2Sc2ccccc21	0	i	-1.1	-14	-0.1	16	-2	0	-5	3
O=C(CN(Cc1ccco1)C(=O)c1ccccc1)Nc1ccc(Cl)c(Cl)c1	-13	i	2.7	-11	5.8*	-8	4	-4	1	-9
CCOc1ccc(N2CC(C(=O)Nc3ccc(S(=O)(=O)N4CCCCC4)cc3)CC2=O)cc1 (stereo not drawn)	1	i	1.6	-6	-0.2	-11	-2	5	3	-5
Cc1ccc(C)c(N2CCN(S(=O)(=O)c3ccc4[nH]c(=O)c(=O)[nH]c4c3)CC2)c1	4	i	0.1	0	-0.6	4	-1	0	32*	1
O=C(c1ccc(N2C(=O)C3C4c5ccccc5C(c5ccccc54)C3C2=O)cc1)N1CCOCC1 (stereo not drawn)	2	i	-0.6	-8	-0.1	6	-1	-1	-2	4
C[n+]1ccccc1/C=C/c1cc(Br)ccc1O	6	i	0.8	-10	0.2	-9	-24	1	-2	-9
S=C(NCCc1ccccc1)N/N=C/c1cccs1	5	i	1.1	-11	0.4	5	-1	0	-1	3
C(=N\N1CCN(Cc2ccccc2)CC1)/c1ccc(-c2ccccc2)cc1	0	i	-0.5	2	-1.1	3	1	2	5	10
Cc1cccc(C)c1OCC(=O)N/N=C/c1cccnc1	0	i	-1.1	12	-0.2	1	-7	-3	0	4
COc1cccc(NC(=O)C(=O)c2cn(CC(=O)N3CCCC3)c3ccccc23)c1	-6	i	0.0	-6	-0.6	-1	-17	4	3	-1
CCC(O)c1cnc(OCc2ccccc2)nc1OCc1ccccc1 (stereo not drawn)	-3	i	0.0	.	-0.4	-1	2	0	-5	8
CC1CCN(C2CCN(C(=O)c3ccccc3F)CC2)CC1	-7	i	-1.6	-7	-0.7	-5	3	1	0	-3
COc1ccc2nc(C)cc(SCC(=O)NNC(=O)COc3ccccc3)c2c1	5	i	0.8	-4	0.1	2	-7	14	7	-3
CCCCN1C(=O)c2ccc(C(=O)NC3=NCCS3)cc2C1=O	-2	i	1.6	5	-0.2	2	-29	-7	9	0
c1ccc2[nH]c(-c3nc4ccccc4[nH]3)nc2c1	-22	.	3.0	-6	-1.0	-7	4	-1	4	3
Cn1nnnc1Sc1ncnc2scc(-c3ccc(Br)cc3)c12	-8	i	-1.4	-4	-0.3	12	-13	4	0	4
COc1ccc2cc(C(=O)/C=C/c3cc(OC)c(O)c(OC)c3)ccc2c1	-7	i	4.4	-9	-0.3	-4	-19	0	17	-10
COC(=O)C1C(=O)CC(C)(O)C(C(=O)OC)C1/C=C/c1ccccc1 (stereo not drawn)	8	i	0.5	-2	0.2	12	0	-1	-1	-1
O=C(CCc1nnc2n(Cc3ccccc3Cl)c(=O)c3ccccc3n12)NCCCN1CCOCC1	5	i	-2.4	-11	-0.2	8	-1	-1	-3	1
Cc1ccc(Nc2nnc(C)c(=O)[nH]2)cc1	6	i	-1.4	1	1.1	11	2	2	0	-1
CCCCn1c(N)c(N(CC(C)C)C(=O)c2cccc(S(=O)(=O)N3CC(C)OC(C)C3)c2)c(=O)[nH]c1=O (stereo not drawn)	-7	i	-2.4	3	0.0	-11	3	-1	-6	0
COc1cc(C(=O)Nc2ccccc2SCc2cc(=O)n3nc(C)sc3n2)cc(OC)c1OC	15	i	0.4	-7	-0.1	2	-4	-2	5	0
Cc1cc(C)n(C(=O)c2ccc(Cn3nc(C)c(Br)c3C)o2)n1	-20	i	1.8	-6	-0.1	-12	0	-1	-5	6

As entered above:
Cc1cccc(C)c1OCC(=O)N/N=C/c1cccnc1 – NadD block = 0
O=C1CCC(=O)N1CC(=O)N1c2ccccc2Sc2ccccc21 – STEP block = 0
CC1CCN(C2CCN(C(=O)c3ccccc3F)CC2)CC1 – Tb MetRS inh = -0.7

Hits appear at their usual frequency (roughly 4.6% active in at least one column).
